Rv3671c protease: inhibits the M. tuberculosis serine protease Rv3671c | P9WHR9 | inhibition, % at 5.96 µM | actives 0.048% (n = 320,000) | AID 2606; in the data active = inhibition above about 38%;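 note: extracellular domain of Rv3671c used as enzyme; 0% = enzyme with DMSO and 100% = no enzyme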
Target sequence (P9WHR9 whole entry, looked up, the tested form may be a part): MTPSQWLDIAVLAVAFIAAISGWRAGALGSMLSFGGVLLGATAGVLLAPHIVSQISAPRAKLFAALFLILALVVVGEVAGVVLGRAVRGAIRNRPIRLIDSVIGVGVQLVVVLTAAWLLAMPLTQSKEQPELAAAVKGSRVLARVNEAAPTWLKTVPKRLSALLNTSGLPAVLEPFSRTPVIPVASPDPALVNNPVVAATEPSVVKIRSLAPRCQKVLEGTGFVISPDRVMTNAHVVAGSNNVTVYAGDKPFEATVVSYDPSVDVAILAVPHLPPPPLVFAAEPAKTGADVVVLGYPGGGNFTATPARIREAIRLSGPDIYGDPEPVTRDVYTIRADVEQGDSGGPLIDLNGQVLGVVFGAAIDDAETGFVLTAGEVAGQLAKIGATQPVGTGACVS
VHR inh abs: DUSP3 (human) phosphatase inhibition. P51452. recombinant VHR phosphatase, pNPP absorbance. inhibition, % at 13.3 µM. actives 0.52% (n = 290,000). AID 1654; in the data active = inhibition above about 50%; note: some compounds called inactive have numbers as strong as hits
Target sequence (P51452 whole entry, looked up): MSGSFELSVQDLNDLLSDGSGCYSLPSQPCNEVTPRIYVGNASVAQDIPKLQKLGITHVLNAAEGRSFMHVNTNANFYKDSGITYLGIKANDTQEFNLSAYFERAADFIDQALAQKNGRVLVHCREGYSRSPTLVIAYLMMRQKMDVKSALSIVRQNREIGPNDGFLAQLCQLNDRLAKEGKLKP
BoNT-F LC inh: blocks Botulinum neurotoxin F light chain protease | Multiplex microsphere protease cleavage assay, flow cytometry | inhibition, % at 10 µM | actives 0.22% (n = 360,000); in the data active = inhibition above about 35%, passing the limit was not always enough; inconclusive = no clear call, values can overlap the other calls; note: plate controls were buffer without enzyme for full effect and enzyme alone for no effect
BoNT-A LC inh2: inhibitors of Botulinum neurotoxin A light chain protease; multiplex microsphere protease substrate cleavage, flow cytometry; inhibition, % at 10 µM; actives 0.17% (n = 360,000); note: plate controls were buffer without enzyme for full effect and enzyme alone for no effect
PriA SSB inh: inhibitors of Klebsiella pneumoniae PriA binding to SSB C-terminal tail | AID 1272365 | AlphaScreen SSBct-PriA binding, biotinylated peptide | inhibition, % at 33 µM | actives 0.6% (n = 430,000); in the data active = inhibition mostly above about 37%, no sharp cut-off; inactive = mostly below about 20%;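 note: plate controls were negative control peptide for no effect and reference peptide for full effect; strong numbers were not always called active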
MazF activator: MazEF (E. coli) toxin RNase activation; actives 0.32% (n = 350,000); P0AE70; AID 504720; activation, % at 20 µM; FAM/BHQ RNA-DNA oligo cleavage fluorescence, 5 h; in the data active = activation above about 50%
Target sequence (P0AE70 whole entry, looked up): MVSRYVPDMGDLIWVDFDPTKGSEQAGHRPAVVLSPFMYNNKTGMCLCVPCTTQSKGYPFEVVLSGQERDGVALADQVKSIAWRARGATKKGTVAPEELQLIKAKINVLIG
PrPC TRFRET: reduces human prion protein on the cell surface. actives 0.43% (n = 370,000). P04156. inhibition, % at 13.8 µM. cell surface PrPC, TR-FRET read-out; in the data active = inhibition above about 24%; note: 0% = median of the test wells and 100% = reference compound wells
3CLpro inhibitor: SARS-CoV 3CLpro protease inhibition; P0C6X7; recombinant SARS-CoV 3CLpro, quenched FRET peptide cleavage; inhibition, % at 6 µM; actives 0.14% (n = 290,000); AID 1706; in the data active = inhibition above about 12%
CCHF vOTU inh: blocks the CCHF virus ovarian tumor domain protease; CCHFV vOTU protease, Pep-AMC fluorescence; inhibition, % at 11.5 µM; actives 0.55% (n = 370,000); in the data active = inhibition above about 30%; note: 0% = vehicle wells with enzyme and 100% = no enzyme wells
Anthrax LF prot: blocks Bacillus anthracis lethal factor protease. AID 588501. inhibition, % at 10 µM. actives 0.12% (n = 360,000). multiplex microsphere protease cleavage assay, LF; note: plate controls were buffer without enzyme for full effect and enzyme alone for no effect
* marks the source's active call; other numbers are inactive results; i = inactive; ? = inconclusive; . = not tested or not shown. Cut-off read from the data, not from the text of the source, unless noted: active = inhibition above about 30%; inconclusive = no clear call, values can overlap the other calls; inactive = below that. Some of the compounds tested (hit frequency here may not be typical).

SMILES	Rv3671c protease	VHR inh abs	BoNT-F LC inh	BoNT-A LC inh2	PriA SSB inh	MazF activator	PrPC TRFRET	3CLpro inhibitor	CCHF vOTU inh	Anthrax LF prot
COc1ccc(-n2c(C)n[nH]c2=O)cc1	-1	45	-15	-1.0	-15	6	3	-2	2	-2
Cc1cc(-c2cccnc2)c(C#N)c(SCc2cccc(F)c2)n1	-3	24	-16	-1.1	7	-10	0	-3	0	-1
COc1ccc2nc(SCC(=O)Nc3nonc3C)[nH]c2c1	4	3	-1	-0.2	4	3	-4	1	-4	-2
COc1ccc(C2NC(=O)NC(C)=C2C(=O)OC2CCCCC2)cc1OC (centres undefined)	-2	-1	-8	-3.6	0	6	4	2	15	7
Cc1ccccc1NC(=O)CCS(=O)(=O)c1ccc(Br)s1	-1	20	-5	-2.7	-1	4	-2	2	9	-1
COC(=O)c1cc2ccccc2n1S(=O)(=O)c1ccccc1	-5	18	10	-3.7	-3	-1	4	1	-8	7
COc1cccc(C(C(=O)NC2CCCC2)N(CCC(C)C)C(=O)CCC(=O)Nc2cc(C)on2)c1 (centres undefined)	-1	-30	-17	-3.4	-2	4	-5	0	9	-8
Oc1ccccc1N1CCN(CC(O)COC2CCCc3ccccc32)CC1 (centres undefined)	-1	-6	-14	-0.5	-4	7	-3	1	2	-3
C=CCN1C=CC=C/C1=C1\SC(=S)N(C)C1=O	-8	8	-4	-1.1	-2	5	-1	4	2	4
CCCC(=O)Nc1ccc(C(=O)NCC(=O)OCC)cc1	5	16	-30	-1.4	-21	-5	-4	3	3	1
Cn1cc(CCC(=O)N2CCCC(N3CCN(c4ccccc4F)CC3)C2)cn1 (centres undefined)	-4	46	2	-0.3	-7	-2	-5	-4	-1	0
CC(C)(C)c1cc(P(=O)(c2ccccc2)c2ccccc2)ccc1O	3	25	4	0.5	-1	-2	-6	1	15	-2
Cc1cccc(C)c1NC(=O)CNC(=O)C(NC(=O)c1ccc(C(C)(C)C)cc1)C(C)C (centres undefined)	-6	27	-2	-0.4	-2	1	-4	2	-12	0
CCc1cc(=O)oc2cc(OCC(=O)NCC3CCC(C(=O)O)CC3)ccc12 (centres undefined)	2	1	1	-0.3	-1	5	-6	1	-4	11
CN(C)S(=O)(=O)c1ccc(C(=O)Nc2nnc(-c3ccco3)o2)cc1	0	14	0	-0.9	10	8	-6	5	2	0
COCCNC(=O)C(OC(=O)CC1Sc2ccccc2NC1=O)c1ccccc1 (centres undefined)	-3	26	-9	-0.3	-2	-3	4	-2	1	0
CC(=O)c1cccc(NC(=O)C23CC4CC(C2)CC(n2cncn2)(C4)C3)c1	-2	15	-2	0.5	-20	1	6	6	-4	1
CCC1Oc2ccccc2N(CC(=O)NCCCN2CCN(Cc3ccccc3)CC2)C1=O (centres undefined)	-18	0	1	0.5	-5	-3	-1	-7	6	-7
CN1/C(=C/C2CC(=O)NC2=O)C(C)(C)c2ccccc21 (centres undefined)	-19	15	4	5.1	-1	-10	7	4	-8	2
COc1ccc(Br)cc1/C=N/n1c(COc2ccccc2)n[nH]c1=S	5	18	-16	-3.3	.	8	0	0	-3	-2
CCS(=O)(=O)N1CCN(c2ccc(C(=O)N3CCOCC3)cc2[N+](=O)[O-])CC1	3	21	0	0.1	-5	-6	-1	-1	-3	-6
Cc1cccc(C)c1OCCN1CCOCC1	3	4	?	-0.3	-17	-10	12	0	9	-5
CCCc1ccc(NS(=O)(=O)c2c(C)oc(C)c2C(=O)OC)cc1	-3	2	?	-2.5	-16	-1	6	7	6	-4
CCN(CC)CCOCCn1c(C)ccc1C	.	.	2	-1.3	-19	-4	8	.	-6	-3
CCOc1cc(C(=O)Nc2cc(=O)n(C)c(=O)n2C)cc(OCC)c1OCC	-7	3	-3	-0.8	-7	8	-4	-4	12	0
COc1ccc(OC)c(S(=O)(=O)Nc2ccccc2F)c1	-2	9	-35	-3.9	-6	6	-6	-4	-1	-2
COc1ccc2c(c1)CSC(c1ccccc1)C2=O (centres undefined)	.	.	6	6.0	.	-10	7	.	3	14
O=C(Nc1ccc(S(=O)(=O)Nc2cnc3ccccc3n2)cc1)c1ccc([N+](=O)[O-])cc1Cl	-5	18	?	-2.3	-5	-1	-22	1	0	-8
COc1ccccc1CNCC(O)Cn1c2ccccc2c2ccccc21 (centres undefined)	-3	-1	-14	0.0	5	27	-8	-3	6	-2
O=C(CNC(=O)c1ccc(Br)cc1)NCc1cccnc1	9	28	1	4.1	-6	8	-2	0	-10	-1
CC1(C)Cc2c(cnn2-c2ccc(F)cc2)C(NC(=O)CCn2cncn2)C1 (centres undefined)	0	26	-170	-102	-5	0	-2	-1	3	-27
CC1CC(NS(=O)(=O)c2cccs2)CC(C)(C)C1 (centres undefined)	-18	24	-4	0.8	-9	4	-4	3	11	4
CCC(c1c(C)[nH]oc1=O)c1c(C)[nH]oc1=O	0	-3	20	1.6	-18	8	-11	0	2	-2
CCC(Sc1ccc2nnc(-c3ccc(OC)c(OC)c3)n2n1)C(=O)O (centres undefined)	1	2	1	-1.4	1	9	-6	-3	1	0
O=C(CN1CCN(c2ccc(Cl)cc2)CC1)Nc1ccc(F)cc1	-6	0	7	1.0	-15	-16	-1	-6	0	0
Cc1[nH]c(C)c(S(=O)(=O)Nc2cccc(Cl)c2C)c1C(=O)N1CCCC1	2	14	0	-1.1	0	-12	-5	1	2	0
O=C(Cc1ccccc1)NCC(=O)Nc1cc(Cl)ccc1Cl	.	-30	2	-0.4	-5	1	1	6	-2	2
O=C(CN1CCN(CCOCCO)CC1)N1c2ccccc2Sc2ccc(Cl)cc21	3	34	-1	0.5	1	-2	.	-4	.	1
CCCCN(CC)CCCNC(=O)Cn1nc(Cc2cccnc2)c2ccccc2c1=O	8	-7	6	0.2	-14	-2	-6	-1	-3	-3
CCc1c(C)nc(SCC(=O)N2CCN(c3ccccc3OC)CC2)[nH]c1=O	-2	22	-2	-0.7	-10	-12	6	6	-6	2

Given as a markdown table: entries from further up.
| Compound | Rv3671c protease | VHR inh abs | BoNT-F LC inh | BoNT-A LC inh2 | PriA SSB inh | MazF activator | PrPC TRFRET | 3CLpro inhibitor | CCHF vOTU inh | Anthrax LF prot |
| --- | --- | --- | --- | --- | --- | --- | --- | --- | --- | --- |
| O=C(CN1CCN(CCOCCO)CC1)N1c2ccccc2Sc2ccc(Cl)cc21 | 3 | 34 | -1 | 0.5 | 1 | -2 | . | -4 | . | 1 |
| CCCCN(CC)CCCNC(=O)Cn1nc(Cc2cccnc2)c2ccccc2c1=O | 8 | -7 | 6 | 0.2 | -14 | -2 | -6 | -1 | -3 | -3 |

(list continues)
SMILES	Rv3671c protease	VHR inh abs	BoNT-F LC inh	BoNT-A LC inh2	PriA SSB inh	MazF activator	PrPC TRFRET	3CLpro inhibitor	CCHF vOTU inh	Anthrax LF prot
CCc1cccc(C)c1N(C(=O)Cn1c(=O)[nH]c2ccccc21)C(C)COC (centres undefined)	7	22	-9	0.3	-3	-9	3	2	18	1
COc1ccc(OCC(=O)Nc2ccc(N3CCN(C(=O)c4ccccc4C)CC3)cc2)cc1	2	10	-6	1.0	-5	-9	21	0	2	-2
CCOC(=O)c1ccc(NC(=S)NC2CC(C)(C)NC(C)(C)C2)cc1	3	29	-7	-0.7	9	7	-8	0	0	-4
COc1ccc(Cl)cc1C(=O)O/N=C(\N)c1ccc(Cl)cc1	3	-8	-4	-0.7	i	2	-1	5	-8	-4
COC(=O)c1ccc(COc2ccc3ccc(=O)oc3c2)o1	.	3	14	-2.8	-4	-1	-3	-1	-16	-5
CCOc1ccc(N2CC(C(=O)NCCN3C(=O)S/C(=C\c4ccc(OC)cc4)C3=O)CC2=O)cc1 (centres undefined)	6	-3	-4	0.0	-1	0	5	1	10	-2
O=[N+]([O-])c1ccc(CC(Cl)c2ccccn2)cc1 (centres undefined)	.	.	-1	0.6	-5	-24	-13	.	7	8
O=C1C2CCCN2C(c2ccccc2)N1c1cccc(Cl)c1 (centres undefined)	-5	12	0	0.2	-2	20	1	4	2	-4
COc1ccccc1Nc1nc(-c2c(C)nc3ncccn23)cs1	.	39	-5	-0.8	14	9	5	-1	7	-5
Cc1ccc2c(c1)N(C(=O)CCC(=O)NC1CCN(Cc3ccccc3)CC1)CC(C)O2 (centres undefined)	-2	25	2	-0.4	-17	2	-11	-5	-1	-15
N#CC(=C1CCCC1)c1nc(-c2ccccc2)cs1	-2	31	1	0.2	-42	-12	-4	-8	7	0
Cn1c(=O)c2c(ncn2CC(=O)N/N=C/C=C/c2ccco2)n(C)c1=O	4	20	?	?	i	0	2	5	4	-15
Cc1ccc(-n2ncc(C(=O)N3CCc4ccccc4C3)c2NC(=O)c2ccco2)cc1C	-11	0	1	0.8	-3	0	2	-3	-3	-2
CC1CC(C)CN(CC(C)(C)NS(=O)(=O)c2ccccc2)C1 (centres undefined)	1	6	2	1.2	-12	6	4	-3	-11	-1
CC(C)(C)NC(=O)C(c1ccc(F)cc1)N(CC1CCCO1)C(=O)CCC(=O)Nc1ccccn1 (centres undefined)	-2	-3	-22	-0.6	-9	-17	0	1	-7	-11
CCOc1ccc(C(=O)NC(=S)Nc2ccc(NC(=O)CC)cc2)cc1[N+](=O)[O-]	-3	-4	-1	-0.1	4	6	-5	2	6	-2
CCOc1ccc(CN(C)C(=O)c2cccnc2OCC)cc1OC	4	26	-1	-0.3	-3	12	-6	1	-22	0
Cc1cc(NC(=O)CCC(=O)N(CC(=O)NCC2CCCO2)c2cccc(F)c2)no1 (centres undefined)	-3	40	-3	-3.2	-8	8	1	1	7	-2
CC1CCCC(NC(=O)c2ccc(CNc3c(N4CCCC4)c(=O)c3=O)cc2)C1C (centres undefined)	9	11	-7	-1.1	-8	12	0	-1	0	-10
CC(=O)N1c2ccc(S(=O)(=O)N3CCC(C(=O)NC(C)c4ccccc4)CC3)cc2CC1C (centres undefined)	-3	2	-2	-0.2	-18	6	7	-3	7	-2

Three successive compounds out of the list so far:
SMILES	Rv3671c protease	VHR inh abs	BoNT-F LC inh	BoNT-A LC inh2	PriA SSB inh	MazF activator	PrPC TRFRET	3CLpro inhibitor	CCHF vOTU inh	Anthrax LF prot
CCc1cccc(C)c1N(C(=O)Cn1c(=O)[nH]c2ccccc21)C(C)COC (centres undefined)	7	22	-9	0.3	-3	-9	3	2	18	1
COc1ccc(OCC(=O)Nc2ccc(N3CCN(C(=O)c4ccccc4C)CC3)cc2)cc1	2	10	-6	1.0	-5	-9	21	0	2	-2
CCOC(=O)c1ccc(NC(=S)NC2CC(C)(C)NC(C)(C)C2)cc1	3	29	-7	-0.7	9	7	-8	0	0	-4

Carrying on.
SMILES	Rv3671c protease	VHR inh abs	BoNT-F LC inh	BoNT-A LC inh2	PriA SSB inh	MazF activator	PrPC TRFRET	3CLpro inhibitor	CCHF vOTU inh	Anthrax LF prot
CCN1CCC(NC(=O)Nc2ccc(F)cc2F)CC1	-1	22	2	0.4	-9	-1	8	2	-5	0
Cc1ccccc1NC(=S)NC(NC(=O)c1ccccc1C)C(Cl)(Cl)Cl (centres undefined)	-4	6	-18	-1.6	-7	-2	14	9	-10	-7
CC(C)C12CCC(C(=O)O)C(C1)C(=O)O2 (centres undefined)	-1	21	-2	0.3	-2	3	0	-3	0	-4
CCOC(=O)[C@]12CCC=C1N(Cc1ccc(Cl)cc1Cl)C(=O)[C@H](CC(=O)NCCCN1CCCC1=O)C2	.	.	1	0.3	.	.	-1	.	3	-2
Cc1ccc(NC(=O)c2ncn(CCCN3CCN(Cc4cccc5ccccc45)CC3)n2)cc1C	.	.	0	0.1	3	-4	-14	.	13	-3
COc1cccc(-c2c(NC(=O)c3ccco3)oc3ccccc3c2=O)c1	-1	29	1	-1.0	-12	1	-3	3	3	-7
O=C(Nc1ccc(S(=O)(=O)N2CCOCC2)cc1)c1ccc(Cl)cc1	-5	6	2	-0.3	-15	-4	3	.	6	-1
Cc1ccc2c(CC(=O)OC3CCOC3=O)coc2c1 (centres undefined)	0	15	8	-0.5	-12	2	-7	3	-17	3
O=C1C=C(O)c2[nH]c(=O)ccc2C1=O	.	.	2	-0.3	-12	1	-34	.	95*	-3
